# Screening results deposited in PubChem by several laboratories.
# Mcl1 Noxa PPI – Mcl-1/Noxa binding inhibitors, primary screen, biochemical, TR-FRET, 1536-well | actives 1.5% (n = 220,000) | AID 1022, 2008 | Induced myeloid leukemia cell differentiation protein Mcl-1 (Homo sapiens), Q07820 | inhibition, % at 21.7 µM | TR-FRET Mcl-1/Noxa peptide binding, 2 h;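 active = compounds that cut the protein-peptide binding signal by more than 50% relative to plate controls in a single-dose test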;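 also: His-tagged Mcl-1 with rhodamine Noxa BH3 peptide and terbium anti-His antibody; 0% = Mcl-1 plus Noxa peptide wells and 100% = peptide-only wells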
# Target sequence (Q07820 whole entry, looked up): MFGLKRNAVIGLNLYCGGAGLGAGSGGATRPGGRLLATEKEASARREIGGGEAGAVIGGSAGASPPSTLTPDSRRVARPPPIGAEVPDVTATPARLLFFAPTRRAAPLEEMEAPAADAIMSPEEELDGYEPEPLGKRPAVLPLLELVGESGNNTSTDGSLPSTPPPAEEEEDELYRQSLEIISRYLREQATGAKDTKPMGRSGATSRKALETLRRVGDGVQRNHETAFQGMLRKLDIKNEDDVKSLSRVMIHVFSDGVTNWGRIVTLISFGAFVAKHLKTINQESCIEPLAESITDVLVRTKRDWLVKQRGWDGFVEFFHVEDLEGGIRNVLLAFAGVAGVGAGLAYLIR
# Rac1 wt modul – wildtype Rac1 GTP binding modulators, primary screen, biochemical, GST-Rac1 beads, flow cytometry, multiplex; Ras-related C3 botulinum toxin substrate 1 (Homo sapiens), P63000; fluorescent GTP binding; actives lie on both sides; 0 = cold GTP competed, 100 = untreated; GTP binding activity (% of control), % at 10 µM; actives 0.27% (n = 190,000);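 active = GTP binding activity at least 20 points away from the 100% control level, either lower or higher; inconclusive = compound flagged as likely green fluorescent, judged across all proteins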
# Pf gametocyte – late stage P. falciparum gametocyte viability inhibitors, primary screen, ATP luminescence, HTS; P. falciparum stage V gametocytes, 24 h; inhibition, % at 10.9 µM; actives 0.065% (n = 150,000);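 active = inhibition above the mean plus 3 SD of compounds within the control limits, set per campaign, cut at about 38% in these data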;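 also: 0% = DMSO wells and 100% = medium only without gametocytes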
# GSH bead fluor – compound fluorescence on glutathione beads, profiling panel, artefact control, biophysical, 488/530 nm, flow cytometry. GSH beads flow cytometry, compound fluorescence 488/530 nm; stronger effect = higher value. fluorescence (KMESF) at 10 µM. actives 0.25% (n = 190,000); in the data active = fluorescence above about 89;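 also: glutathione beads carrying GST-tagged Bcl family fusion proteins plus one bare bead set; values are compound well signal with DMSO vehicle wells as background; inactives centre near 16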
# Cdc42 wt – modulators of GTP binding to wildtype Cdc42, primary screen, biochemical, multiplex bead flow cytometry, Bodipy-GTP. Cell division control protein 42 homolog (Homo sapiens), P60953. GST-Cdc42 beads; actives lie on both sides. percent activity (GTP binding), % at 10 µM. actives 0.2% (n = 190,000);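 active = percent activity GTP binding at least 20 points away from the 100% baseline, either down as inhibitor or up as activator; inconclusive = compound flagged as likely green fluorescent from well-wide comparison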;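 also: median bead fluorescence of bound Bodipy-FL-GTP at 100 nM; 0% = excess unlabeled GTP control and 100% = no compound control; below 100% means less GTP binding so inhibitor and above means activator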
# Target sequence (P60953 whole entry, looked up): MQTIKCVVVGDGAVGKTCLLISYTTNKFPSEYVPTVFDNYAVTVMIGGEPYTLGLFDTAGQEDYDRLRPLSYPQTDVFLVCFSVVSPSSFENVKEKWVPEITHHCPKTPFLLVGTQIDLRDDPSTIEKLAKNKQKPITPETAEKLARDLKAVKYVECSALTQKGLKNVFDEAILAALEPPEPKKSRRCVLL
# Rac1 act GTP bind – GTP binding modulators of activated mutant Rac1, primary screen, biochemical, bead-based flow cytometry, multiplex, fluorescent GTP; Ras-related C3 botulinum toxin substrate 1 (Homo sapiens), P63000; GST-Rac1 activated beads; actives lie on both sides; 100% means binding = to untreated wells; percent activity (GTP binding), % at 10 µM; actives 0.11% (n = 190,000); AID 764, 2007;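 active = GTP binding at least 20 percentage points away from the 100% baseline, in either direction, so actives lie on both sides; inconclusive = Compound likely fluorescent itself, or too few beads counted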
# Rab2A wt mod – modulators of GTP binding to Rab2A wildtype, primary screen, biochemical, dog, bead-based flow cytometry, multiplex; actives 0.19% (n = 190,000); GTP binding activity, % at 10 µM; GST-Rab2 wt beads, Bodipy-GTP binding; Ras-related protein Rab-2A (Canis lupus familiaris), P61105;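 active = GTP binding activity at least 20 points away from 100%, either lowered or raised; inconclusive = signal likely due to the compound's own green fluorescence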;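 also: 0% = beads with excess unlabeled GTP and 100% = no-compound control corrected for plate trend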
# HRas wt GTP – modulators of GTP binding to HRas wildtype, primary screen, biochemical, bead-based flow cytometry, multiplex. GTPase HRas (Homo sapiens), P01112. GST-Ras wt beads, Bodipy-FL-GTP binding; actives lie on both sides. GTP binding activity, % at 10 µM. actives 0.14% (n = 190,000);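 active = GTP binding activity at least 20% away from the 100% baseline, either lowered as inhibitor or raised as activator; inconclusive = flagged as likely green fluorescent, judged across all proteins in the well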;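 also: 0% = unlabeled GTP competition control and 100% = no-compound control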
# Target sequence (P01112 whole entry, looked up): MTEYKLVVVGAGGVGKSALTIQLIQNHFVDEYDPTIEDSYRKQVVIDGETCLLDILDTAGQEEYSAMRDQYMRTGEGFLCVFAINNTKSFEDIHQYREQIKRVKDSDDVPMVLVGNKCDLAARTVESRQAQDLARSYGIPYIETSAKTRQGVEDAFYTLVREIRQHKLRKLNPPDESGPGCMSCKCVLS
# Avidin bead fluor – green autofluorescence of compounds with avidin beads – biophysical, 488/530 nm, flow cytometry, artefact control, profiling panel | fluorescence (KMESF) at 10 µM | compound fluorescence 488/530 nm; stronger effect = higher value | actives 0.38% (n = 220,000); in the data active = fluorescence above about 47; also: inactives centre near 10
# Mcl1 Bid PPI – Mcl-1/Bid binding inhibitors, primary screen, biochemical, TR-FRET, 1536-well; actives 0.97% (n = 220,000); Induced myeloid leukemia cell differentiation protein Mcl-1 (Homo sapiens), Q07820; inhibition, % at 21.7 µM; TR-FRET Mcl-1/Bid-Dy647 peptide binding; AID 1021, 2008;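 active = compounds that cut the binding signal by more than half at the single screening dose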;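 also: His-tagged Mcl-1 with europium anti-His antibody binding Bid BH3 peptide; 0% = Mcl-1 plus peptide wells and 100% = peptide-only wells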
# Rab7 wt modul – modulators of GTP binding to Rab7, primary screen, biochemical, wildtype, multiplex bead flow cytometry; AID 758, 2007; actives 0.055% (n = 190,000); GST-Rab7 beads, fluorescent GTP binding; actives lie on both sides; untreated = 100%, excess cold GTP = 0%; Rab7 GTPase wild type (dog), Bodipy-FL-GTP binding; GTP binding activity (percent of control), % at 10 µM;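 active = fluorescent GTP binding to Rab7 beads changed by at least 20 points from the 100% baseline, either direction, mostly lower; inconclusive = compound itself probably fluorescent, or too few beads counted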;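 also: median green fluorescence of bound Bodipy-FL-GTP per Rab7 bead population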
# Starred values were filed as active, the others as inactive; ? = inconclusive; · = no result given.
SMILES,Mcl1 Noxa PPI,Rac1 wt modul,Pf gametocyte,GSH bead fluor,Cdc42 wt,Rac1 act GTP bind,Rab2A wt mod,HRas wt GTP,Avidin bead fluor,Mcl1 Bid PPI,Rab7 wt modul
CC(Nc1cc(=O)n(C)c(=O)n1C)c1ccccc1 (stereo not given),-4,106,-3,25,105,101,101,102,39,-6,103
N#C/C(=C\c1ccc(O)c([N+](=O)[O-])c1)C(=O)NCc1ccccc1,13,92,4,9,90,90,92,93,8,-9,91
S=c1[nH]nc(Nc2ccccc2Cl)s1,17,95,-5,19,90,90,93,93,8,-60,98
Cc1ccc(C2=NNC(c3cccc(F)c3)S2)cc1 (stereo not given),3,94,12,10,94,92,96,97,6,-17,102
CCC(=O)N1CCN(c2ccccc2NC(=O)Cc2ccccc2)CC1,-3,101,·,30,101,97,101,99,19,-32,98
C/C(=N/NC(=O)Nc1ccccc1)c1ccc(C)cc1,-2,101,-2,5,102,100,98,102,12,-16,100
CN(Cc1ccccc1)S(=O)(=O)c1ccc(NC(=S)NC(=O)C2CCCCC2)cc1,17,99,-1,14,96,98,97,97,6,-2,96
Cc1ccc(OCC(=O)NNC(=O)c2ccoc2C)c(Br)c1,-7,103,·,3,99,99,95,97,11,-18,94
Cc1ccc(NC(=S)NC(=O)c2sc3ccccc3c2Cl)c(C(=O)O)c1,36,89,·,19,87,87,86,90,9,-89,95
CC(=O)N1CCc2c(sc3c2c(=O)n(-c2ccccc2)c(=O)n3Cc2ccccc2Cl)C1,16,103,·,11,102,100,101,103,12,-3,100
CC(=O)Nc1ccc(NC(=O)C(C)N2CCN(S(=O)(=O)c3ccc(C)cc3)CC2)cc1 (stereo not given),16,97,·,18,95,96,96,96,9,-27,100
CCN(CC(=O)Nc1ccc(NC(C)=O)cc1)C(=O)c1n[nH]c(=O)c2ccccc12,7,96,-34,10,93,92,93,95,15,-38,93
O=C1C=C(OCc2ccccc2)CN1,-19,95,·,7,96,96,98,99,14,-24,100
CC(=O)c1c(C)[nH]c(C2=NNC(=NCc3ccccc3)SC2)c1C,9,102,-9,9,100,100,104,100,6,-24,108
CC(C)CCOc1ccc(Cl)cc1CN1CCOCC1,3,100,6,18,104,98,100,102,7,2,100
COc1cc2c(cc1OC)C(Nc1ccccc1)=NC(C)(C)C2,19,105,1,10,104,102,102,102,4,1,105
O=C(Nc1sc2c(c1C(=O)O)CCCC2)c1cccs1,32,95,-17,30,94,91,94,93,2,-2,94
COc1ccnc(CSC(N)=Nc2ccccc2OC)c1,35,100,9,18,97,95,98,100,6,-1,95
CN(C)P(=NC(=O)COc1ccc(Cl)cc1Cl)(N(C)C)N(C)C,-3,94,·,56,97,93,92,96,10,-18,93
CCOC(=O)N1CCN(Cc2nc3c(c(=O)[nH]c(=O)n3C)n2CCCc2ccccc2)CC1,-9,105,·,17,110,101,104,104,10,5,104
CC12CN3CC(C)(CN(C1)C3c1cc(Br)ccc1O)C2=O (stereo not given),0,99,3,28,101,98,100,100,6,-25,98
COc1ccc(OC)c(CNC(=O)CCNC(=O)Cn2ccc3ccccc3c2=O)c1,0,?,·,21,?,?,?,?,20,-7,?
CCOc1nc(Nc2cc(Cl)ccc2OC)nc(OCC)n1,-5,107,·,17,99,99,98,98,7,0,100
CCC(c1nnnn1Cc1ccco1)N(CCc1ccccc1)Cc1cc2cccc(C)c2[nH]c1=O (stereo not given),-1,107,-2,27,104,100,102,105,16,-29,102
COCCCNC(=O)C(C#N)c1nc2ccccc2nc1N1CCN(Cc2ccccc2)CC1 (stereo not given),2,99,·,13,101,98,97,99,24,-47,99
COc1cc(/C=N/Nc2nc(C)nc3c2cnn3-c2ccccc2)ccc1O,74*,70*,1,14,77*,85,79*,83,11,27,95
Cc1ccc(-n2c(N)c(C(=O)Nc3c(C)n(C)n(-c4ccccc4)c3=O)c3nc4ccccc4nc32)cc1,32,109,18,17,102,104,105,106,7,2,103
O=C(NC(=S)Nc1ccc(N2CCOCC2)cc1)c1ccc2c(c1)OCCO2,10,105,-14,7,98,101,98,99,2,-55,97
Cc1ncn(C23CC4CC(CC(O)(C4)C2)C3)n1,19,104,·,15,102,99,99,99,17,-9,98
C/C(=N\NS(=O)(=O)c1ccc(Cl)cc1)c1ccc(NC(=O)c2ccco2)cc1,15,99,11,6,99,98,97,98,1,-43,97
CS(=O)(=O)Nc1cccc(C2=NN(S(C)(=O)=O)C(c3ccc4c(c3)OCO4)C2)c1 (stereo not given),17,106,·,10,104,101,103,103,6,-14,104
O=C(/C=C/c1ccccc1)NCCOc1ccccc1,17,102,10,10,97,101,98,98,5,-12,100
O=C(NC1CCCC1)c1ccc(COCC(F)(F)F)o1,-9,95,-1,41,97,96,97,99,11,-30,98
O=C1NC(=S)N/C1=C/c1cccn1-c1ccc([N+](=O)[O-])cc1,80*,91,-2,52,93,92,94,92,16,-42,98
O=C(CN1C(=O)COc2ccccc21)NCCCN1CCN(Cc2ccccc2)CC1,18,96,·,35,96,93,96,97,9,-21,98
COc1cc(NC(=O)COC(=O)C2CC2)c(C)cc1[N+](=O)[O-],10,105,-22,12,105,101,99,100,12,-4,94
CC(CCc1ccccc1)NC(=O)CCNC(=O)Cn1ccc2ccccc2c1=O (stereo not given),1,99,4,16,96,96,98,96,11,-26,91
COc1ccc(-c2nc3ccccc3c(=O)n2CCOc2ccc(C)cc2C)cc1,6,103,6,10,101,97,100,100,11,4,101
O=C(C1CCC(CNS(=O)(=O)c2cccs2)CC1)N1CCCCC1 (stereo not given),0,102,-10,35,95,96,96,96,4,-18,92
CC(NC(=O)CCN1C(=O)c2ccccc2C1=O)c1ccc2c(c1)CCCC2 (stereo not given),29,102,7,12,102,98,99,101,3,10,97
O=c1c(Cl)c(N2CCN(c3ccc(F)cc3)CC2)cnn1C12CC3CC(CC(C3)C1)C2,10,98,-7,17,97,98,100,97,24,-56,99
COc1cc2c(cc1OC)CN(C(=O)c1ccc(S(=O)(=O)N(C)c3ccccc3)cc1)CC2,16,95,·,21,97,96,95,98,10,10,96
CCN1CCN(Cc2nc(N)nc(Nc3ccc(C)c(C)c3)n2)CC1,10,102,-22,28,103,99,100,98,8,-27,97
CNC(=O)c1ccc(N(Cc2ccccc2C)S(C)(=O)=O)cc1,7,100,·,24,100,97,95,96,27,-6,97
O=S(=O)(c1cc(Cl)cc(Cl)c1)N1CCCC1c1nc2ccccc2s1 (stereo not given),-6,110,·,9,106,102,106,104,9,-10,105
COc1ccccc1/C=C(/CC(=O)NCc1ccc(F)cc1)c1nc2ccccc2s1,26,99,-4,4,96,98,101,101,2,-11,95
CCN(CC)c1ccc(CN2CCCCCC2)cc1,12,100,·,25,101,99,98,100,11,-10,99
CS(=O)(=O)Nc1ccc(C(=O)NCCc2ccccc2)cc1,6,110,·,13,104,102,107,104,10,-15,103
COc1ccccc1OCC(=O)NNC(=O)c1ccoc1C,-3,101,18,7,100,99,99,101,1,0,96
Cc1ccc(C(=O)NN2C(=O)CSC2=S)cc1,20,101,2,5,101,95,96,100,14,-61,98
CC(NC(=O)C(=O)NN=C1CCCC1)c1ccccc1 (stereo not given),4,94,4,26,97,94,96,94,10,-21,95
Nc1cc2sc(-c3ccc(C(=O)O)cc3)nc2cc1Cl,43,93,14,18,95,96,97,95,8,-49,97
Cc1ccc(S(=O)(=O)N(C(=O)c2ccncc2)c2ccc(OC(=O)c3ccncc3)c3ccccc23)cc1,59*,104,-15,9,101,98,98,100,10,-38,101
Cc1ccc(OCC(=O)N/N=C2/SCC(=O)N2Cc2ccco2)cc1,20,101,15,10,97,95,97,97,4,-21,99
O=C(Nc1ccc2c(c1)OCO2)c1cnn2cccnc12,·,88,-5,29,92,90,90,93,13,-18,92
Cn1nnc(NC(=O)c2ccc3ccccc3c2)n1,-5,104,·,18,99,96,98,103,6,-13,100
COCC(=O)Nc1ccccc1Br,6,108,-1,5,104,102,101,101,12,-20,97
O=C(NN1C(=O)c2ccccc2NC1c1ccccn1)c1ccccc1 (stereo not given),17,98,·,13,96,100,98,98,14,-7,99
CC(Sc1nnc(C(F)(F)F)n1C)C(=O)NC(N)=O (stereo not given),1,106,·,24,105,101,106,106,12,-16,103
CCOc1ccccc1NC(=O)CN1C(=O)COc2ccc(Cl)cc21,-20,101,·,13,100,95,98,100,18,-3,102
# The listing continues.
SMILES,Mcl1 Noxa PPI,Rac1 wt modul,Pf gametocyte,GSH bead fluor,Cdc42 wt,Rac1 act GTP bind,Rab2A wt mod,HRas wt GTP,Avidin bead fluor,Mcl1 Bid PPI,Rab7 wt modul
COc1cccc(C2CC(C(F)(F)F)n3ncc(C(=O)NC(C)(C)C)c3N2)c1 (stereo not given),16,110,·,36,107,102,102,104,13,-14,105
CC(C)(C)NC(=O)C1CCN(C(=O)c2ccc(-c3ccccc3)cc2)CC1,15,104,·,48,104,100,100,102,38,5,103
COc1nc(OCC#N)nc(N(C)C)n1,-5,108,·,5,104,100,99,100,9,2,98
CCN(CC)C(=O)C1CC(=O)N(c2ccc(F)c(Cl)c2)C1 (stereo not given),·,99,·,31,100,98,97,100,9,·,96
O=C(NC1CC1)C1=C[C@H](c2ccc3c(c2)OCO3)C[C@H](OCc2ccc(CO)cc2)O1,-10,99,1,16,97,96,99,97,6,-2,103
Cc1cc(SCC(=O)c2cccs2)nc2c(C)cccc12,-5,104,-16,21,104,102,101,104,5,-22,102
CCN(CC)S(=O)(=O)c1ccc(N/N=C/c2cc(OC)c(OC)cc2OC)nc1,13,104,6,21,102,99,100,101,15,-24,101
COc1ccc(S(=O)(=O)Nc2cccc(SC)c2)cc1OC,-5,96,16,13,97,95,95,94,24,-20,99
